NIH3T3 tox – cytotoxic compounds in NIH 3T3 cells; actives 4.3% (n = 94,000); NIH 3T3 viability, CellTiter-Glo ATP luminescence, 48-72 h; Potency, µM (series often up to 96.7 µM), for the others: top-dose activity change, negative = cytotoxicity, most hits filed as inhibitors; AID 1345082; also: potency is read from the fitted curve at half-maximal effect; nearly all actives have a fitted effect of over 55% in size
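Cytotoxicity is measured as loss of cellular ATP: NIH 3T3 cells (400/well) are exposed to compound for 48 or 72 hr at 37 °C, then CellTiter-Glo luminescence is imaged after 10 min at room temperature.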
Luciferase inh – blocks purified firefly luciferase enzyme activity | purified P. pyralis luciferase, luminescence, biochemical | Potency, µM (highest dose often 115 µM), for the others: at the top dose activity change, negative = inhibition, hits mostly inhibitors | actives 2.5% (n = 76,000) | AID 1347043 | P08659; also: potency is read from the fitted curve at half-maximal effect; nearly all actives have a fitted effect of over 65% in size
Target sequence (P08659 whole entry, looked up): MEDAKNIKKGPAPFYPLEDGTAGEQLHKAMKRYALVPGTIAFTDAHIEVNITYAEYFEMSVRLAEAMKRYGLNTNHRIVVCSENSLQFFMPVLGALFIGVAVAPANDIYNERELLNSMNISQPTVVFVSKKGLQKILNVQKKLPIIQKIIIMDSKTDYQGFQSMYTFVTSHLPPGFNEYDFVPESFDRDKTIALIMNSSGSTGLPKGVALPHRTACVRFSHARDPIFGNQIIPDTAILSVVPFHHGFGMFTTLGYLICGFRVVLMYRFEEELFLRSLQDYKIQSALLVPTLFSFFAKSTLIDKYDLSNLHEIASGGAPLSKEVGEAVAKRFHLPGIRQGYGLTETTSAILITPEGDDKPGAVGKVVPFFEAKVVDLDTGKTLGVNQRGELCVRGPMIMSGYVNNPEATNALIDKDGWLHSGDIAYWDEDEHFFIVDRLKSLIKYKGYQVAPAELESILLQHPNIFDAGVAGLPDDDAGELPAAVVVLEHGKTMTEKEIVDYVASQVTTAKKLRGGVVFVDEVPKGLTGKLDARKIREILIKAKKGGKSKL
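FLuc 10nM, D-luciferin 10uM, ATP 10uM, Mg acetate 10mM, Tris acetate pH 7.5, Tween/BSA; cpd qHTS; enzyme added last; CCD luminescence.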
SNCA viab count – counter-screen for SNCA expression inhibitors: cell viability. HEK-293-SNCA-luc viability, GF-AFC fluorescence, 24 h. Potency, µM (top dose mostly 57.1 µM), for inactives: at the top dose activity change, negative = cytotoxicity, hits mostly cytotoxic. actives 0.12% (n = 150,000);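 also: potency is read from the fitted curve at half-maximal effect; 0% = DMSO-treated cells and -100% = medium-only wells without cells; nearly all actives have a fitted effect of over 30% in size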
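Cytotoxicity counterscreen: after 24 h compound treatment of genome-edited SNCA-luciferase HEK-293 cells, live-cell protease substrate GF-AFC read by fluorescence after 30 min; activity scaled between DMSO (0%) and medium-only (-100%), curves Hill-fitted.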
IP6K1 inhibitor – IP6K1 kinase inhibition; Q92551; actives 0.81% (n = 140,000); activity change, % (series mostly up to about 58 µM); AID 1645851; IP6K1 kinase, ADP-Glo luminescence, 2 h; hits give low values; in the data active = activity change below about -25%
Target sequence (Q92551 whole entry, looked up): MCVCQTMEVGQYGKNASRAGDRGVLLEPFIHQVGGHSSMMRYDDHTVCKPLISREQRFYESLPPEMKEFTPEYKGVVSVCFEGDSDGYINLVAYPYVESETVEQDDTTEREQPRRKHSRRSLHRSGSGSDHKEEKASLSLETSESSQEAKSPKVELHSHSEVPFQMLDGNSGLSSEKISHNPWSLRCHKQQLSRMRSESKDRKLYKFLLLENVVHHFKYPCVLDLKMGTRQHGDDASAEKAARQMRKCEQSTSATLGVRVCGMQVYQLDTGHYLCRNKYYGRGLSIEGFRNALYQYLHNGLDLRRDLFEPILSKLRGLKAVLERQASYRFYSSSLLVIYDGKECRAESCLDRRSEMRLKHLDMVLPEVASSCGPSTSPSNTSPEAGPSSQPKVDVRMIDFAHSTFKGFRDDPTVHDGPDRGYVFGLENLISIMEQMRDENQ
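ADP-Glo luminescence measures ADP made by human IP6K1 during a 2 h RT reaction with ATP/IP6 (mix at 1.3 mM/130 uM); top library doses 57.5 and 19.1 uM final.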
SNCA expr inh – inhibitors of alpha-synuclein (SNCA) gene expression; HEK-293 SNCA-luciferase knock-in, luminescence, 24 h; Potency, µM (doses to about 57.2 µM), for the others: at the highest dose activity change, negative = inhibition, actives largely listed as inhibitors; actives 0.17% (n = 140,000);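 also: potency is read from the fitted curve at half-maximal effect; plate controls were DMSO cells for no effect and cell-free wells for full effect; nearly all actives have a fitted effect of over 45% in size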
HEK293 tox – HEK 293 cell cytotoxicity. HEK 293 viability, ATP luminescence (CellTiter-Glo), 48-72 h. Potency, µM (highest dose often 115 µM), for inactives: at the highest dose activity change, negative = cytotoxicity, usual class: inhibitors. actives 6.6% (n = 94,000). AID 1345083; also: potency is read from the fitted curve at half-maximal effect; nearly all actives have a fitted effect of over 60% in size
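HEK 293 cells at 250 cells/well were exposed to compounds by pintool transfer for 48 or 72 hr at 37 degree Celsius, 5% CO2. Viability was read as ATP-coupled luminescence with CellTiter-Glo after 10 min at room temperature.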
GPT2 inhibitor – GPT2 alanine aminotransferase inhibition. Potency, µM (top dose mostly 57.7 µM), without a hit: at the highest dose activity change, negative = inhibition, usual class: inhibitors. Q8TD30. Recombinant GPT2, coupled pyruvate oxidase/HRP Amplex Red fluorescence. AID 1671188. actives 0.25% (n = 100,000); also: potency is read from the fitted curve at half-maximal effect; nearly all actives have a fitted effect of over 60% in size; many of its hits are not listed in these tables
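Fluorescence of coupled pyruvate oxidase/HRP/Amplex Red system (50uM Amplex, 30 min, dark) reports pyruvate formed by GPT2. Enzyme reaction: 10ng/uL GPT2, 2mM L-alanine, 250uM a-KG, 30 min room temperature, pH 7.5; 50uM AOA control.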
* marks the source's active call; other numbers are inactive results; i = inactive; ? = inconclusive; nt = not tested or not shown; [ ] = another dose, or the depositor's remark. Unless noted, calls follow the shape of the dose curve; as a rule, active = well fitted curve in the direction sought with a large enough effect; inconclusive = small, poorly fitted or top-dose-only effect, or another doubt; inactive = no such curve, though single readings can be large; an effect the other way counts as inactive or inconclusive. Unless noted, % is scaled to controls: 0 for no effect and ±100 for the full control effect. These rows are one share of the data; rates above refer to the full screens.

SMILES	NIH3T3 tox	Luciferase inh	SNCA viab count	IP6K1 inhibitor	SNCA expr inh	HEK293 tox	GPT2 inhibitor
O=C(Nc1cccc(Cl)c1)[C@@H]1C[C@@H](c2ccc(F)cc2)N([S+](=O)([O-])c2cccnc2)C1	35µM*	-2%	?	3	?	?	-19%
Cc1cc2ncc(C(=O)N3CCC(Cc4ccccc4)CC3)cn2n1	?	nt	3%[87.6 µM]	3	9%[87.6 µM]	-21%[172 µM]	-1%[88.5 µM]
O=C(NCc1ccccc1F)c1ccc2c(c1)CN(Cc1cccc(F)c1)CCO2	?	-5%	-7%	7	-28%	?	i
O=C(NC(Cc1ccncc1)C1CC(O)C1)c1cccc(N2CCNC2=O)c1 (stereo not drawn)	0%	2%	-18%	10	-8%	-1%	-6%
CCN(Cc1ccccc1)C(=O)CCC[C@@H]1[C@H]2CCCN3CCC[C@@H](CN1Cc1cccnc1)[C@@H]23	-20%	4%	-10%	-1	5%	?	-8%
Cc1ccc(C(=O)N(C)CC2CCOC2)cc1 (stereo not drawn)	4%	-5%	-1%	12	25%	-16%	i
O=C(NCCN1CCCCC1)C1CCN(C(=O)N2CC3CC(C2)[C@H]2CCCC(=O)N2C3)CC1 (stereo partly drawn)	1%	2%	8%	0	-20%	-1%	-15%
O=C(Nc1ccc2ncnc(N3CCCCC3)c2c1)c1ccccc1Br	?	-3%	-18%	9	-9%	45µM*	-1%
CCOc1ccccc1NC(=O)Cn1c(=O)c(-c2noc(C)n2)c2n(c1=O)CCCCC2	4%	-5%	0%	10	-23%	1%	-17%
CCc1nncn1C1CCN(C(=O)c2ccc(OC)cc2)CC1	-7%	-9%	16%	-3	5%	-6%	i
O=C(CCc1ccccc1)NCCC1CCN(C(=O)Nc2ccccc2F)CC1	-16%	-10%	5%	-10	2%	-20%	i
CC(=O)N1CCC(N[C@H]2C[C@@H](Cc3cc(CN(C)C)on3)C2(C)C)CC1	-3%[138 µM]	-6%[172 µM]	-14%[87.6 µM]	-2	-17%[87.6 µM]	-14%[172 µM]	i
COc1ccc(-c2c(C#N)c(SCC(=O)Nc3cccc(Cl)c3)nc(C)c2C(=O)Nc2ccccc2)cc1OC	nt	nt	-7%	-12	-26%	nt	nt
Cc1ccc([S+](=O)([O-])N2CCCC(c3nn(-c4ccc(Cl)cc4)c(=O)[nH]3)C2)cc1 (stereo not drawn)	4%	5%	-1%	0	10%	4%	i
COc1ccc(NC(=O)c2oc3ccccc3c2NC(=O)c2cc(C)cc(C)c2)c(OC)c1	nt	nt	-5%	14	11%	nt	nt
CCOC(=O)Cn1c(=O)oc2cc(S(=O)(=O)N3CCCC(C)C3)ccc21 (stereo not drawn)	nt	nt	-5%	15	?	nt	nt
CCN(c1ccccc1)S(=O)(=O)c1ccc(-c2cc(C)no2)s1	nt	nt	1%	30	?	nt	nt
Cc1ccc(C(=O)N2CCC(C3CCN(S(C)(=O)=O)CC3)C2)c(=O)[nH]1 (stereo not drawn)	3%	-8%	8%[12.5 µM]	6	?	1%	i
CC1CCN(C(=O)[C@@H](C)C2CC[C@@]3(C)CC[C@H](NC(=O)COc4ccccc4)[C@@H](C)[C@@H]3[C@H]2O)CC1 (stereo partly drawn)	?	-4%	-4%	-8	46%[activator]	?	-3%
COc1ccc(C)cc1-n1nnc(C(=O)Nc2cccc(SC)c2)c1C	nt	nt	-8%	-3	4%	nt	nt
CNC(=O)c1cc(C2CC2)nc2c1c(C1CCN(C(=O)c3ccccc3C)CC1)nn2C	-20%	nt	nt	-8	nt	0%	nt
COc1cccc2c1cc1c(=O)n(CC(=O)NCc3ccco3)nc(C)n12	nt	nt	7%	-25	-16%	nt	nt
O=C(C1CC1)N1CCCN(c2nc3ncccc3o2)CC1	-10%[138 µM]	?	1%[87.6 µM]	-2	80%[activator][87.6 µM]	-6%[172 µM]	i
CCOC(=O)c1ccccc1NC(=O)CSc1ccc(-c2cccs2)nn1	nt	nt	-1%	23	50%[activator]	nt	nt
O=C(NC1CN(c2ccnc3ccnn23)C1)c1ccccc1	-19%	nt	6%	3	6%	?	1%
CCn1c(=O)c2cc(C(=O)NCCCN3CCN(c4ccc(F)cc4)CC3)sc2c2ccccc21	nt	nt	-9%	30	-15%	nt	nt
CCCCN(C)C(=O)CN1C(=O)CCn2nc(-c3cn(C)c4ccccc34)cc21	nt	nt	-7%	-23	23%	nt	nt
Cc1cc(Cn2cc3c4c(cccc42)[C@H](CC(C)C)N[C@H](C(=O)NCc2ccccn2)C3)no1	?	1%	-17%	4	-17%	32µM*	?
COc1cc(C(=O)N(Cc2cccnc2)c2nc3cc(C)c(C)cc3s2)cc(OC)c1OC	nt	nt	-13%	-4	-11%	nt	nt
Cc1[nH]cnc1CN1CCc2c(c3ccccc3n2C)C1=O	nt	nt	-5%[23.9 µM]	23	22%[25.6 µM]	nt	?

2 compounds from above, showing only Luciferase inh, IP6K1 inhibitor and SNCA expr inh.
SMILES | Luciferase inh | IP6K1 inhibitor | SNCA expr inh
COc1ccc(-c2c(C#N)c(SCC(=O)Nc3cccc(Cl)c3)nc(C)c2C(=O)Nc2ccccc2)cc1OC | nt | -12 | -26%
Cc1ccc([S+](=O)([O-])N2CCCC(c3nn(-c4ccc(Cl)cc4)c(=O)[nH]3)C2)cc1 (stereo not drawn) | 5% | 0 | 10%

Next structures follow:
SMILES	NIH3T3 tox	Luciferase inh	SNCA viab count	IP6K1 inhibitor	SNCA expr inh	HEK293 tox	GPT2 inhibitor
O=C(NCc1ccncc1)c1cc(C2CC2)nc2onc(C3CCCN3)c12 (stereo not drawn)	?	nt	2%	9	-1%	-14%	?
COCCOc1ncccc1-c1noc([C@@H]2CCCN2Cc2ncc[nH]2)n1	-17%[138 µM]	5%[172 µM]	-4%[87.6 µM]	0	-19%[87.6 µM]	-10%[172 µM]	i
CCOC(=O)c1ccc(NC(=O)c2noc3c2CCCC3)cc1	nt	nt	-3%	13	-25%	nt	nt
Cc1ccccc1S(=O)(=O)N1CCN(C2CCN(Cc3cccnc3)C2=O)CC1 (stereo not drawn)	-5%	0%	8%	8	12%	?	i
COc1cccc(CN2CCCC(c3nc(-c4cnccn4)no3)CCNC(=O)CC2)c1OC (stereo not drawn)	-29%	-16%	?	18	43%[activator]	?	i
CN(C)c1cccc(Oc2nnnn2[C@H]2CO[C@H]3[C@@H]2OC[C@@H]3NC(=O)c2ccccc2)c1	-29%	-19%	5%	10	5%	?	i
CCCn1c(CCC(=O)Nc2ccccc2OC)nc2cccnc21	nt	nt	7%	20	-12%	nt	nt
O=C1CCN(S(=O)(=O)c2ccccc2)CCCN(C(=O)c2nccc3ccccc23)CCN1	-18%	3%	8%	1	1%	-9%	-1%
O=C(NCc1ccnc2[nH]ccc12)c1cccc(Br)c1	-14%[138 µM]	?	3%[87.6 µM]	-10	23%[87.6 µM]	-2%[172 µM]	4%[88.5 µM]
Cc1ccc2ncc(C(=O)Nc3cccc(C(F)(F)F)c3)c(=O)n2c1	nt	nt	12%	47	20%	nt	nt
CCOc1ccccc1CNC(=O)c1oc2c(c1C)-c1nn(Cc3cccc(Cl)c3)cc1CC2	nt	nt	-9%	-4	?	nt	nt
CCc1nc(CN(C)C(=O)C2CCCN2C(=O)C2CCCCC2)no1 (stereo not drawn)	-6%	-10%	-6%	-12	-14%	5%	i[11.5 µM]
Cc1ccc(C(=O)N2CCC3(CC2)C(=O)N(CC(=O)N(C)C)CN3c2ccccc2)cc1	-13%	-5%	9%	9	4%	-7%	?
N#Cc1cccc(CN2CC[C@@H]3OCC(=O)N(Cc4c[nH]c5ccccc45)[C@H]3CC2)c1	?	-9%[172 µM]	-10%[87.6 µM]	0	2%[87.6 µM]	100µM*	2%[88.5 µM]
COc1cccc(-c2ccc(CN3CCCC(N[S+](=O)([O-])c4ccccc4)C3)cc2)c1 (stereo not drawn)	40µM*	nt	5%	-15	-3%	22µM*	-10%
Cc1nn(C)c2c1c(C(F)(F)F)cc(=O)n2CC(=O)NCc1ccc(OC(C)C)cc1	nt	nt	4%	-14	-5%	nt	nt
CN(C)C1CCN(C(=O)c2ccc(NC(=O)Nc3nc(N4CCOCC4)nc(N4CCOCC4)n3)cc2)CC1	nt	nt	?	23	?	nt	1%
COc1cc(CN2CCN(Cc3cccc(SC)c3)CC2CCO)cc(OC)c1 (stereo not drawn)	-29%	0%	-13%	1	24%	?	-14%
COc1ccc(Cl)cc1S(=O)(=O)Nc1ccc2[nH]c(=O)[nH]c2c1	nt	nt	4%	2	-15%	nt	nt
Cc1nn(-c2ccccc2)c2c1C(C(C)C)N(C1CN(C(=O)C3CC3)C1)C2=O (stereo not drawn)	-24%	nt	nt	3	nt	-9%	nt
Cc1cccc(NC(=O)CN2C(=O)NC(c3ccc(Cl)cc3)C3=C2COC3=O)c1C (stereo not drawn)	?	8%	5%	1	-31%	?	i
Cc1cccc(C(=O)NCC(=O)OCc2cc(=O)n3nc(C)sc3n2)c1	nt	nt	7%	2	?	nt	nt
CNC(=O)N1CCCN(S(=O)(=O)c2ccccc2)CCC(=O)NCC1	-2%	-1%	4%	3	-28%	-2%	i
Cc1ccc(CN2CCC(CNC(=O)Nc3cccc(Cl)c3C)C2)cc1 (stereo not drawn)	nt	nt	8%	20	23%	nt	nt
CN1CC[C@H]2CN(C(=O)c3cnn(C)c3)C[C@@]2(C(=O)O)C1	2%	-3%	8%	-4	9%	?	1%
NCC1CCCN(Cc2cccc(-c3nc(-c4cccnc4)cc(=O)[nH]3)c2)C1 (stereo not drawn)	?	-2%	-3%	-5	8%	?	-8%
COc1ccc(CNC(=O)CCS(=O)(=O)c2cc(Br)cc3c2N(C(=O)C2CC2)CC3)cc1	nt	nt	3%	-5	-13%	nt	nt
COc1cccc(CNC(=O)c2cc(=O)[nH]c3ccc(S(=O)(=O)N4CCCCC4)cc23)c1	nt	nt	7%	-3	30%[activator]	nt	nt
CS(=O)(=O)NC[C@H]1OC[C@@H](NC2CCC2)[C@@H]1O	-26%[174 µM]	-8%[230 µM]	5%[87.6 µM]	5	9%[87.6 µM]	-21%[230 µM]	-21%[88.5 µM]
